From PubChem
MITF act – MITF TRPM1 promoter activation in melanoma cells. activation, % at 12.5 µM. SK-MEL-5 TRPM1-promoter luciferase, 24 h; % of positive control, neutral wells = 0. actives 0.75% (n = 300,000). AID 588334;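 active = mean activation of at least 80% with every replicate also reaching 80%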;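 note: 0% = neutral control wells and 100% = parthenolide positive control wells; values of inactives mirror those of a sister screen read the other way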
SR-BI DiI inh – mouse SR-BI HDL lipid transfer inhibition; Q61009; ldlA[mSR-BI] CHO cells, DiI-HDL uptake fluorescence, 3 h; inhibition, % at 12.5 µM; actives 0.96% (n = 320,000); AID 488896;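 active = mean replicate inhibition of at least 70% and a set share of replicates each scoring 70 or more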;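 note: 0% = median of neutral control wells and 100% = median of positive control wells; values of inactives mirror those of a sister screen read the other way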
dFosB activator – activators of mouse delta FosB homodimer. activation, % at 25 µM. P13346. actives 0.99% (n = 340,000). purified delta FosB, TAMRA-CDK5 oligo fluorescence polarization; percent of positive-control signal above neutral wells;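 active = mean activation above about 17%, with every replicate also reaching it, limit read from the data, passing the limit was not always enough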;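 note: fluorescence polarization rise as delta FosB binds a TAMRA Cdk5 AP-1 oligo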
Target sequence (P13346 whole entry, looked up): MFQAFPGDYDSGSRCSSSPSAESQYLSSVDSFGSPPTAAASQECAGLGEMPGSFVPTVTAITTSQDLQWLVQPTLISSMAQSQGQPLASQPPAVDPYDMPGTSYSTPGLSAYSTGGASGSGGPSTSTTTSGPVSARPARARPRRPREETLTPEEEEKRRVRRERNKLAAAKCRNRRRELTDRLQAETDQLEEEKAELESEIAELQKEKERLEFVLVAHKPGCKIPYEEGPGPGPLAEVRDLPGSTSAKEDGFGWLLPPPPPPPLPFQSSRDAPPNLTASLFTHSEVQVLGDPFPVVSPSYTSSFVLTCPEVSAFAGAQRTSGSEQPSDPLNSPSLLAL
SUMO Mot1 rescue – SUMOylation pathway inhibition by Mot1-301 growth rescue; S. cerevisiae Mot1-301 growth rescue, ATP luminescence, 38.5C; percent above DMSO median, 100 means doubled; actives 1% (n = 320,000); AID 2716; growth rescue, % at 18.8 µM;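 active = every valid replicate shows activation above 250% relative to neutral control wells; inactive = the rest, any valid replicate at or below 250%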;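 note: OY570 slx delta 5 strain wells were the positive control but not used for scaling; some compounds called inactive have numbers as strong as hits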
SR-BI DiI-HDL act – activators of SR-BI mediated HDL lipid uptake | AID 504775 | actives 0.096% (n = 320,000) | CHO ldlA[mSR-BI] cells, DiI-HDL uptake fluorescence, 3 h; 100 = double the neutral-control signal | activation, % at 12.5 µM;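 active = mean replicate activation of at least 60% and every replicate at or above 60%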;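 note: 0% = median plate neutral-control signal and 100% = twice that signal; values of inactives mirror those of a sister screen read the other way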
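System: CHO ldlA[mSR-BI] cells / Medium: HEPES-buffered (25 mM, pH 7.4) F12 plus 0.5% BSA / Probe or stimulus: labelled HDL, 10 µg/mL / Doses: single compound concentration, delivered by pin transfer / Schedule: 3 h, 37 °C / Measured by: DiI fluorescence, bottom read / Measure: cell-associated DiI fluorescence as measure of HDL uptake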
CDK5 inh – blocks human CDK5/p35 kinase activity; Q00535+Q15078; Recombinant CDK5/p35, ADP-Glo luminescence, 60 min; inhibition, % at 10 µM; actives 0.01% (n = 330,000);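 active = highest replicate inhibition of at least 50% and at least 75% of replicates reaching 50%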;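 note: plate controls were DMSO neutral control for no effect and GW8510 at 10 µM for full effect; many of its hits are not listed in these tables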
Arr AP2 block – inhibitors of human beta-arrestin and AP2 interaction | FITC-arrestin peptide / GST-AP2 beads, flow cytometry; AP2 beta2 appendage carries R879A mutation | actives 0.31% (n = 340,000) | inhibition, % at 10 µM;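 active = inhibition above a set limit, near 3 SD of compounds lacking own fluorescence, cut at about 54% in these data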;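 note: plate controls were DMSO wells for no effect and 5 µM unlabelled arrestin peptide for full effect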
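System: GST-AP2 R879A glutathione beads. Medium: PBS with 0.05% Tween 20 and 0.1% BSA. Also added: FITC-arrestin peptide, 50 nM. Incubation: 12 min plus 1 h, RT. Measured by: high-throughput flow cytometry of beads, ex 488, em 535 nm. Evaluation: percent drop in bead-associated FITC signal.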
PKA-R2B activ – activators of human PKA-R2B complex; P22694+P31323; PKA-R2B holoenzyme dissociation, Cy5-IP20 fluorescence polarization; R2B truncated from residue 108, S112A mutant; 0% DMSO only, 100% 113 µM cGMP; activation, % at 11.4 µM; actives 0.079% (n = 340,000);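 active = activation above a cutoff set at the mean over all compounds plus 3 SD, cut at about 18% in these data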;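 note: higher means more holoenzyme dissociation and a rise in polarization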
Target sequence (P31323 whole entry, looked up, other chains not shown, the tested form may be a part): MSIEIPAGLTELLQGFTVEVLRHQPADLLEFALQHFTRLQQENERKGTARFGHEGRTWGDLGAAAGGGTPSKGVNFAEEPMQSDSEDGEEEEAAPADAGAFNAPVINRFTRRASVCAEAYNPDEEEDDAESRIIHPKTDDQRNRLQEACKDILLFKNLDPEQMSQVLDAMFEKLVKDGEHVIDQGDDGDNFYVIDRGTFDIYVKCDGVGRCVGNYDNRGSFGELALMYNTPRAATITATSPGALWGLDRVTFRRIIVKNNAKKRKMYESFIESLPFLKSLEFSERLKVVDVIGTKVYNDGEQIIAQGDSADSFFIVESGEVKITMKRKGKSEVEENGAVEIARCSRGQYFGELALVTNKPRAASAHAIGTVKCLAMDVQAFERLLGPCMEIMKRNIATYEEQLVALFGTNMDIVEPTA
PKA-R1A activ – activates the PKA-R1A holoenzyme complex; actives 0.083% (n = 340,000); PKA-R1A dissociation, Cy5-IP20 fluorescence polarization; scaled: DMSO 0%, 113 µM cGMP 100%; P00514+P68181; activation, % at 11.4 µM; AID 504707;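 active = percent activation above the mean of all tested compounds plus 3 SD, cut at about 19% in these data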;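 note: higher means more PKAc released from R1A so a rise in polarization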
Pemphigus Ab inh – inhibitors of pemphigus antibody binding to human desmoglein-3 | actives 0.48% (n = 310,000) | DSG3-coupled beads, scFv-anti-DSG3-GFP binding, flow cytometry; hits give low values | binding (percent of control), % at 10 µM;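 active = binding more than 3 SD below its plate's average and above zero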;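 note: hits lower antibody fragment binding to DSG3; some compounds called inactive have numbers as strong as hits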
NSD2 inh – inhibitors of human histone methyltransferase NSD2 | O96028 | NSD2 peptide methylation, AlphaScreen, 120 min | inhibition, % at 12.5 µM | actives 0.54% (n = 310,000) | AID 743445; in the data active = inhibition above about 50%
An asterisk follows results filed as active; . = not tested or not shown.

No.	NSD2 inh	MITF act	SR-BI DiI inh	SUMO Mot1 rescue	SR-BI DiI-HDL act	CDK5 inh	PKA-R1A activ	PKA-R2B activ	SMILES	Pemphigus Ab inh	Arr AP2 block	dFosB activator
1	-5	1	0	-7	0	-2.1	1	-10	CS(=O)(=O)c1ccc(NCCc2ccc(S(N)(=O)=O)cc2)c([N+](=O)[O-])c1	.	6	-5
2	3	3	.	214	.	-1.1	-2	1	O=C(COC(=O)C1CC1)Nc1ncc(C(F)(F)F)cc1Cl	101	5	1
3	-1	4	15	-23	-15	0.2	-9	-2	COc1cccc(-n2c(N)cc(=O)nc2SCC(=O)N2CCN(c3ccccc3)CC2)c1	96	13	-6
4	-5	-10	-10	-10	10	-1.1	1	-8	C=C(C)c1cccc(C(C)(C)NC(=O)N(Cc2ccccc2)Cc2ccco2)c1	109	-7	9
5	.	9	-10	-1	10	0.5	-4	-1	O=C(NCCCNC(=O)c1cnccn1)c1cccc(Cl)c1	89	-8	4
6	0	-2	-14	62	14	-0.1	-12	2	C=CCc1cccc2cc(C(=O)OCC(=O)c3ccccc3)c(=O)oc12	90	7	-2
7	.	-8	-7	-30	7	2.2	6	-2	O=C(CN1CCOCC1)Nc1ccccc1-c1ccccc1	98	3	7
8	1	7	5	10	-5	0.1	2	-11	CC(C(=O)OCC(=O)Nc1ccc(S(N)(=O)=O)cc1)N1C(=O)c2ccccc2C1=O (stereo not drawn)	122	24	-7
9	-2	-1	-9	174	9	1.6	-2	-1	CC1CC(C)CN(C(=O)CN2C(=O)NC3(CCCCCCC3)C2=O)C1 (stereo not drawn)	.	4	-7
10	-2	0	54	7	-54	1.5	-12	-2	CC(C)CNc1nnnc2c1sc1nc(N3CCOCC3)c3c(c12)CC(C)(C)SC3	.	0	-14
11	-1	7	-8	.	8	2.2	-9	-4	O=C(CCNC(=O)c1ccccc1)NC1CCCc2ccccc21 (stereo not drawn)	100	5	-7
12	2	1	-7	6	7	1.6	-4	-6	O=C(CCCN1C(=O)c2cccc3cccc(c23)C1=O)NC1CCS(=O)(=O)C1 (stereo not drawn)	102	-4	-2
13	0	3	-32	80	32	-0.2	0	7	Cc1cc2nc(C)c(=O)n(C)c2cc1C	94	4	-15
14	0	-21	36	-8	-36	0.5	-3	-4	O=C(NCCCCCCNC(=O)c1ccc(Br)s1)c1ccc(Br)s1	100	-9	9
15	.	-3	0	3	0	-2.9	-11	-4	OCC[C@H]1C[C@@H](O)[C@H](O)[C@]2(CCc3ccccc3CO2)O1	103	1	-7
16	-2	2	-16	-8	16	0.9	-3	4	O=C1OC(c2ccccc2)c2ccccc21 (stereo not drawn)	101	-8	3
17	.	8	-3	25	3	2.6	-8	-4	O=C(OCCCOc1ccc(F)cc1)c1ccc(O)cc1O	100	-1	-6
18	19	.	-13	238	13	1.5	-5	-1	Oc1ccccc1Cn1nnc2ccccc21	109	37	0
19	-2	11	-3	-6	3	-1.1	-3	-5	CCOC(=O)c1c(NC(C)=O)sc2c(OC(C)=O)cccc12	99	2	-5
20	-2	-12	16	154	-16	0.9	3	-5	Cc1ccc(NC(=O)CSc2nnc(-c3cnccn3)n2Cc2ccco2)cc1	106	26	-4
21	.	-11	-22	-21	22	2.6	-9	-7	COC(=O)C1=C(C(=O)OC)[C@@H]2Nc3ccccc3[C@@]23C[C@@H](C(=O)OC)N(C(=O)CC(C)C)C3=N1	106	-4	0
22	-4	-23	-22	26	22	0.2	-10	2	O=C(O)CNc1nc(-c2ccccc2)nc2c1oc1ccccc12	97	-10	-8
23	0	7	-16	-3	16	0.7	-4	-3	CC1(C)CC(=O)c2sc(NS(=O)(=O)c3ccc([N+](=O)[O-])cc3)nc2C1	104	-10	-6
24	0	1	12	-7	-12	-2.5	-7	5	N=C1/C(=C/c2cccn2Cc2ccc(F)cc2)C(=O)N=C2SC=CN12	97	-17	-2
25	0	9	89*	5	-89	-0.3	-14	-2	COc1ccc(C)cc1NC(=O)C1CCN(C(=O)C2CC(=O)N(c3ccc(C)cc3)C2)CC1 (stereo not drawn)	108	15	-10

(listing goes on)
No.	NSD2 inh	MITF act	SR-BI DiI inh	SUMO Mot1 rescue	SR-BI DiI-HDL act	CDK5 inh	PKA-R1A activ	PKA-R2B activ	SMILES	Pemphigus Ab inh	Arr AP2 block	dFosB activator
26	-1	-5	0	139	0	-0.5	-10	-4	O=C(Nc1ccccc1C(F)(F)F)c1cnccn1	111	22	-2
27	1	.	-7	2	7	-3.5	-1	-6	CC(C)CN1CCNC(=O)C1CC(=O)NCc1cnn(-c2cccc(F)c2)c1 (stereo not drawn)	99	22	0
28	-2	5	20	-11	-20	-2.9	-2	-4	Cc1ccc(C)c2[nH]c(=O)c(CN(Cc3ccco3)S(=O)(=O)c3ccc4c(c3)OCCO4)cc12	102	10	-27
29	0	.	-17	204	17	2.0	.	.	O=C(C1=NN[C@@H]2C(=O)N(c3cccc(F)c3)C(=O)[C@H]12)c1cnccn1	94	5	-7
30	-7	-10	1	-3	-1	-1.2	4	-8	COc1ccc(CCNC(=O)COc2cc(C)cc3oc(=O)cc(C)c23)cc1	92	-5	3
31	-2	-4	-10	-6	10	-0.7	-7	-9	CC1(c2ccccc2)NC(=O)N(CC(=O)NNC(=O)c2ccccc2)C1=O (stereo not drawn)	109	18	-3
32	-1	-4	-21	-6	21	-0.3	3	-1	O=C(O)c1ccc(-c2ccccn2)s1	111	-1	10
33	-2	1	-30	-13	30	-2.7	-5	2	CC1(C)Cc2c(cnn2-c2ccccc2)C(NC(=O)CCN2CCCCO2)C1 (stereo not drawn)	99	8	-4
34	2	-17	-13	3	13	2.5	3	1	COc1ccc(C(=O)NC(C)c2nnc(SCc3ccc(Cl)c(Cl)c3)n2C)cc1 (stereo not drawn)	98	-5	-6
35	-5	1	-7	-22	7	-1.6	3	10	CCOC(=O)C1CCCCN1Cc1cccc(F)c1 (stereo not drawn)	95	-5	-1
36	21	2	-7	-2	7	2.0	-10	-2	Nn1c(SCCOc2ccccc2)nnc1-c1cccnc1	105	-5	1
37	7	.	-12	15	12	1.7	.	.	O=C(/C=C/c1ccc2c(c1)OCCO2)c1ccccc1	105	2	-10
38	-1	-2	-23	537*	23	-5.4	-11	-13	CCCCC(O)(c1ccc(F)cc1)C(CN1CCOCC1)c1ccc(Cl)cc1 (stereo not drawn)	91	-12	-7
39	-1	.	-20	-10	20	-1.5	-4	0	CC(C)N(C(=O)Cn1c(-c2cccnc2)ccc(C#N)c1=O)C(C)C	128	2	2
40	1	79	64	.	-64	0.7	-11	-3	Cc1ccnc(NC(=O)c2ccc(OCc3c(C)noc3C)cc2)c1	108	-2	-8
41	0	-13	-13	-2	13	-3.5	8	-3	Cn1c(=O)[nH]c(=O)c2c1nc(Sc1ncccn1)n2CCCc1ccccc1	.	-9	-3
42	.	7	-6	-8	6	-1.3	-8	3	N#Cc1cnn(-c2nc3sc4c(c3c(=O)[nH]2)CCCC4)c1N	98	-54	9
43	.	-8	-12	2	12	-2.6	10	3	C[C@H]1CN=C(N(C)C)N1CCCC1CCCCC1	105	2	-2
44	1	.	33	3	-33	-0.2	1	10	COc1ccc(Br)cc1/C=N/NC(=O)c1cccnc1	135	-3	-31
45	-1	-1	-14	107	14	2.4	-9	-4	CCC(C)NC(=O)c1cn(CC)c2ccc(S(=O)(=O)N3CCCCCC3)cc2c1=O (stereo not drawn)	101	11	-10
46	-2	110*	-24	28	24	0.6	-7	-7	Cc1ccc(OCc2cc(C(=O)N3CC4C[C@@H]5CC3C[C@H](C4)C5)no2)cc1C	105	-8	-5
47	0	-7	-5	-7	5	-1.2	-1	-8	CC1=CCC2C(=O)N(c3ccc4ccccc4n3)C(=O)C2C1 (stereo not drawn)	108	-10	2
48	-2	-9	-3	-4	3	0.4	-13	-12	Cc1cc(C)c(N2CCN(S(=O)(=O)N3CCCCCC3)CC2)c(C)c1	144	17	-1

Part of the list above, set out differently:
36) Nn1c(SCCOc2ccccc2)nnc1-c1cccnc1
37) O=C(/C=C/c1ccc2c(c1)OCCO2)c1ccccc1
Assay by compound | 36 | 37
NSD2 inh | 21 | 7
MITF act | 2 | .
SR-BI DiI inh | -7 | -12
SUMO Mot1 rescue | -2 | 15
SR-BI DiI-HDL act | 7 | 12
CDK5 inh | 2.0 | 1.7
PKA-R1A activ | -10 | .
PKA-R2B activ | -2 | .
Pemphigus Ab inh | 105 | 105
Arr AP2 block | -5 | 2
dFosB activator | 1 | -10

Copied from the list:
PKA-R2B activ with #32 stands at -1
MITF act with #33 stands at 1
MITF act with #30 stands at -10
Arr AP2 block with #40 stands at -2
Arr AP2 block with #48 stands at 17
Arr AP2 block with #28 stands at 10

Ordered by formula weight (rising): part of the list above
No.	NSD2 inh	MITF act	SR-BI DiI inh	SUMO Mot1 rescue	SR-BI DiI-HDL act	CDK5 inh	PKA-R1A activ	PKA-R2B activ	SMILES	Pemphigus Ab inh	Arr AP2 block	dFosB activator
43	.	-8	-12	2	12	-2.6	10	3	C[C@H]1CN=C(N(C)C)N1CCCC1CCCCC1	105	2	-2
37	7	.	-12	15	12	1.7	.	.	O=C(/C=C/c1ccc2c(c1)OCCO2)c1ccccc1	105	2	-10
39	-1	.	-20	-10	20	-1.5	-4	0	CC(C)N(C(=O)Cn1c(-c2cccnc2)ccc(C#N)c1=O)C(C)C	128	2	2
